p53ts 32C tox = qHTS Screen for Compounds that Selectively Target Cancer Cells with p53 Mutations: Cytotoxicity of p53ts Cells at the Permissive Temperature; Potency, µM (top dose mostly 46.1 µM), for the others: at the highest dose activity change, negative = cytotoxicity, usual class: cytotoxic; H1299-p53A138V at 32C, ATP luminescence viability, 24 h; 130,000 compounds, 0.93% hits;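 further: 0% = DMSO and -100% = full killing by reference compound; nearly all actives have a fitted effect of over 55% in size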
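ATP-content luminescence (ATPlite) read-out after 24 h compound exposure at 32C in H1299-p53A138V cells (600/well). Tested up to 46 uM. Normalized to DMSO (0%) and 100 uM tamoxifen (100% killing); Hill-fit AC50.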
p53ts 39C tox = qHTS Screen for Compounds that Selectively Target Cancer Cells with p53 Mutations: Cytotoxicity of p53ts Cells at the Nonpermissive Temperature. 130,000 compounds, 1.5% hits. Potency, µM (series often up to 46.1 µM), without a hit: top-dose activity change, negative = cell killing, most hits filed as cytotoxic. H1299-p53A138V viability at 39C, ATP luminescence, 24 h; further: nearly all actives have a fitted effect of over 55% in size
IkB signaling = IkB Signaling | ABC-DLBCL IkBa-CBG/CBR dual luciferase ratio, 4 h; response scale: scaled: untreated 0%, proteasome inhibitor 100% | Potency, µM (series often up to 57.1 µM), inactives show top-dose IkBa stabilization activation | 110,000 compounds, 0.04% hits; active means well fitted curve in the direction sought with a large enough effect in the signal ratio, not every such curve was filed as active; inconclusive means small, poorly fitted or top-dose-only effect, or a change in a side signal; the % refers to the signal ratio;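 further: the direction sought is a rising ratio; 0% = basal untreated cells and 100% = reference inhibitor full response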
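Curves were fitted separately to fusion (green), unfused (red) and ratio luminescence, then classed by r2, magnitude and activity. Cells: OCI-Ly3, 4 h compound plus doxycycline at 37C; 10 uM MG-132 defined full response.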
Peg3 imprint = qHTS Assay for Compounds that Induce Erasure of Genomic Imprints; mouse ES Peg3-LacZ reporter, beta-gal luminescence, 40 h; Potency, µM (highest dose often 60.7 µM), without a hit: at the highest dose activity change, positive = activation, usual class: activators; 110,000 compounds, 0.02% hits; AID 1948, 2009;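 further: 0% = negative control wells on the plate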
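Readout: BetaGlo luminescence (5 min, room temp) for LacZ from the normally silent maternal Peg3 allele in female Peg3LacZ-Neo ES cells. Cells 300/well, 40 h, 37C, 5% CO2. Data normalized per plate to negative controls.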
* marks the source's active call; other numbers are inactive results; u = inconclusive; x = no result given; [ ] = dose if it differs, or a comment. Unless noted, the call rests on the fitted dose curve; in most records, active means well fitted curve in the direction sought with a large enough effect; inconclusive means small, poorly fitted or top-dose-only effect, or another doubt; inactive means no such curve, though single readings can be large; an effect the other way counts as inactive or inconclusive. Unless noted, on the % scale 0 is the no-effect control and ±100 the full control effect; potency means the concentration at half of the fitted maximal effect.

The line under a structure holds: p53ts 32C tox, IkB signaling, Peg3 imprint, p53ts 39C tox
1. CCOc1ccc(CC(=O)NC2CC(=O)N(c3ccc4c(c3)OCCO4)C2)cc1 (stereo unspecified)
    1%, 0.4%, 18%[10.9 µM], -9%
2. CC(C)C12CCC(C(=O)O)C(C1)C(=O)O2 (stereo unspecified)
    0%, x, x, -2%
3. C=CCC1(c2ccccc2)Oc2ccc(C)cc2-c2nc3cc(Cl)c(Cl)cc3nc21 (stereo unspecified)
    2%[9.22 µM], x, x, 14%[9.22 µM]
4. CCCCCCOc1ccc(/C=C/C(=O)Nc2sc3c(c2C(=O)OC)CCC3)cc1OC
    7%, 4.5%, -4%[10.9 µM], -1%
5. COCc1cc(C)nc2sc(C(=O)Nc3ccc(C(C)=O)cc3)c(N)c12
    -9%, -1.7%, 14%[10.9 µM], 10%
6. CC1CCCC(NC(=O)c2ccc(CNc3c(N4CCCC4)c(=O)c3=O)cc2)C1C (stereo unspecified)
    6%, -0.9%, 24%, 9%
7. Cc1ccc2c(CC(=O)OC3CCOC3=O)coc2c1 (stereo unspecified)
    2%, u, 0%, 4%
8. O=C1C2CCCN2C(c2ccccc2)N1c1cccc(Cl)c1 (stereo unspecified)
    6%, -1.9%, -18%, -3%
9. Cc1cc(-c2ccc(C)c(S(=O)(=O)N(Cc3cccs3)C(C)C)c2)on1
    6%, u, -8%[10.9 µM], -7%
10. CC(=O)c1cccc(NC(=O)C2=CC(c3ccc(F)cc3)=NS(=O)(=O)N2C)c1
    -2%, -0.5%, -10%[10.9 µM], -9%
11. CC1CC(C)CN(CC(C)(C)NS(=O)(=O)c2ccccc2)C1 (stereo unspecified)
    18%, 0.3%, -9%, -5%
12. Cc1ccc(-n2ncc(C(=O)N3CCc4ccccc4C3)c2NC(=O)c2ccco2)cc1C
    -3%, -2.5%, -2%, -2%
13. CN(C)c1ccc(-c2nc(-c3ccncc3)no2)cc1[N+](=O)[O-]
    0%, u, -6%[10.9 µM], 12%
14. O=C(CN1CCN(c2ccc(Cl)cc2)CC1)Nc1ccc(F)cc1
    -1%, u, -17%, -6%
15. CCc1c(C)nc(SCC(=O)N2CCN(c3ccccc3OC)CC2)[nH]c1=O
    15%, u, -19%[10.9 µM], -7%
16. O=C(CN1CCN(CCOCCO)CC1)N1c2ccccc2Sc2ccc(Cl)cc21
    u, -0.2%, -11%, 3%
17. CC(C)CC(=O)n1nc(-c2ccco2)nc1NCc1ccc(Cl)cc1
    5%, -2.6%, -11%[10.9 µM], -15%
18. CCCC1=Nc2cc(C(=O)NC(C)c3ccccc3)ccc2Sc2ccc(C)cc21 (stereo unspecified)
    14%, -0.7%, -15%[10.9 µM], 4%
19. CCCCCc1nc2sc3c(c2c(=O)n1NC(=O)c1ccc([N+](=O)[O-])cc1)CC(C)(C)OC3
    -1%, x, x, -19%
20. CCc1ccc(S(=O)(=O)c2n[nH]n3c2nc(=O)c2ccccc23)cc1
    -20%, -1.5%, -10%, -25%
21. COc1ccc(NC(=O)CCN2CC(C)OC(C)C2)c(OC)c1 (stereo unspecified)
    -7%, x, x, 14%
22. N#Cc1nc(-c2ccco2)oc1N1CCCC1
    -2%, -3.0%, -2%, 3%
23. CCOC(=O)c1ccccc1NS(=O)(=O)c1ccc(S(=O)(=O)N2CCCC2)cc1
    0%, 1.6%, -16%, 6%
24. CC(C(=O)Nc1ccccc1F)N1C(=O)c2ccccc2C1=O (stereo unspecified)
    6%, x, x, 1%
25. Cc1cccc2cc(CN(Cc3nnnn3C3CCCC3)C3CCCCC3)c(=O)[nH]c12
    -7%, 8.6%, x, 5%
26. O=C(NCCN1CCOCC1)c1cccs1
    1%, 1.6%, -11%, -4%
27. COc1cc(S(=O)(=O)NCC2CCCO2)c(OC)cc1Cl (stereo unspecified)
    -3%, -1.7%, 2%, 13%
28. COC(=O)c1[nH]c(C)c(/C(O)=C2\C(=O)C(=O)N(CCN(C)C)C2c2ccc(OC)cc2)c1C (stereo unspecified)
    7%, -0.6%, -3%, 2%
29. CC(=O)NCCc1cc2cc(C)c(C)cc2[nH]c1=O
    -3%, 0.3%, -10%, -6%
30. CC(=O)NC(CC(=O)NC1CCCCC1)c1ccccc1 (stereo unspecified)
    1%, x, x, 2%

Part of the list above, limited to p53ts 39C tox and Peg3 imprint.
No.	compound	p53ts 39C tox	Peg3 imprint
18	CCCC1=Nc2cc(C(=O)NC(C)c3ccccc3)ccc2Sc2ccc(C)cc21 (stereo unspecified)	4%	-15%[10.9 µM]
19	CCCCCc1nc2sc3c(c2c(=O)n1NC(=O)c1ccc([N+](=O)[O-])cc1)CC(C)(C)OC3	-19%	x

The results go on:
The line under a structure holds: p53ts 32C tox, IkB signaling, Peg3 imprint, p53ts 39C tox
31. CCOC(=O)N1CCC(N2C(=O)c3ccccc3C2Nc2ccc3c(C)cc(=O)oc3c2)CC1 (stereo unspecified)
    10%, -1.1%, -7%, -6%
32. CNC(=O)c1nnc(Cc2ccc(F)cc2)o1
    -8%, 0.9%, -6%, -5%
33. CCCn1cc(S(=O)(=O)CC(=O)Nc2ccc(OCC)cc2)c2ccccc21
    -8%, 0.0%, -9%, -17%
34. CCOC(=O)c1sc(NC(=O)CSc2ncn[nH]2)c(C#N)c1C
    16%, -0.9%, -5%, 12%
35. CCC(C)(C)n1nnnc1C(c1cc(OC)ccc1OC)N1CCC(C(N)=O)CC1 (stereo unspecified)
    4%, x, x, -10%
36. Cc1csc(NC(=O)c2nc(-c3ccccc3)n(-c3ccccc3)n2)n1
    9%, -0.3%, -10%, -1%
37. COc1ccc2c(Sc3ccccc3)c(C(=O)NCCCN3CCCCC3)[nH]c2c1
    -4%, -1.7%, -7%[10.9 µM], u
38. O=[N+]([O-])c1ccccc1Nc1ccccc1
    9%[1.84 µM], -1.5%, 0%, 10%
39. CCc1ccccc1Nc1ncnc2c1cnn2-c1ccc(Cl)cc1
    -11%, u, -14%[10.9 µM], -10%
40. NC(=O)c1cn(-c2ccccc2)nc1-c1cccnc1
    0%, 1.1%, 5%, 10%
41. O=C1NC2CCCCC2NC1CC(=O)N1CCN(c2ccccc2)CC1 (stereo unspecified)
    1%, 0.4%, 4%, 8%
42. Cc1csc(NC(=O)C2CCCCC2C(=O)O)n1 (stereo unspecified)
    -11%, 0.7%, -3%, -2%
43. CCn1c(=O)c2cc(C(=O)NCc3cccs3)sc2c2ccccc21
    1%, -2.9%, -5%, -19%
44. COc1ccc(CCNC(=O)CN(c2ccccc2OC)S(C)(=O)=O)cc1OC
    6%, 1.3%, 7%, 9%
45. O/N=C(\Cc1cscn1)c1ccc(O)cc1O
    -11%, 0.6%, -5%, 0%
46. O=C(NCc1ccc2c(c1)CCN2C(=O)c1ccc(F)cc1)c1ccco1
    -3%, -0.1%, -13%[10.9 µM], -2%
47. Cc1cc(C)c(NC(=O)c2cc(S(=O)(=O)N3CCN(c4ccccc4F)CC3)ccc2F)c(C)c1
    11%, -0.9%, -13%[10.9 µM], -37%
48. O=C(Cn1cnc2ccccc2c1=O)Nc1ccc2c(c1)CCC2
    1%, 1.0%, -8%, -5%
49. CC(=O)c1ccc(NC(=O)CSc2cn(CC(=O)N(C(C)C)C(C)C)c3ccccc23)cc1
    7%, u, -20%[10.9 µM], -5%
50. Cc1cc(NCc2ccccc2)nc2ccccc12
    2%, x, x, 0%
51. Cc1nc2c(C(=O)NCCC(C)C)cnn2c(C)c1Cc1c(F)cccc1Cl
    0%, 2.8%, -21%[10.9 µM], u
52. COC(=O)c1c(NC(=O)CSc2nnc(-c3cccnc3)n2Cc2ccco2)sc(C)c1C
    -11%, u, -24%, -18%
53. O=C1CN(C(=O)c2ccccc2F)c2ccccc2N1
    14%, -1.0%, -14%, 6%
54. O=C(Nc1sc2c(c1C(=O)NC1CCCCC1)CCC2)c1ccco1
    10%, -2.0%, -8%, -1%
55. O=C(CCS(=O)(=O)c1cccc2nonc12)NCCc1ccccc1
    5%, -0.9%, -11%, -1%
56. CCCn1[nH]cc(SC)c(=O)c1=O
    6%, -1.2%, 5%, 6%
57. O=C(Nc1ccc2nc(-c3cccnc3)[nH]c2c1)C12CC3CC(CC(C3)C1)C2
    u, x, x, -20%
58. O=C(c1cc2c(s1)-c1ccccc1OC2)N1CCN(c2ccccn2)CC1
    2%, u, -30%, -7%
59. Cc1cc2cc(CN(Cc3ccc4c(c3)OCO4)C(=O)c3cnccn3)c3nnnn3c2cc1C
    3%, u, 11%, 14%
60. O=C(CSc1nnc2scc(-c3ccccc3)n12)N1CCCc2ccccc21
    10%, 5.1%, x, 4%

4 compounds picked at random from the list so far, as already listed:
The line under a structure holds: p53ts 32C tox, IkB signaling, Peg3 imprint, p53ts 39C tox
58. O=C(c1cc2c(s1)-c1ccccc1OC2)N1CCN(c2ccccn2)CC1
    2%, u, -30%, -7%
45. O/N=C(\Cc1cscn1)c1ccc(O)cc1O
    -11%, 0.6%, -5%, 0%
46. O=C(NCc1ccc2c(c1)CCN2C(=O)c1ccc(F)cc1)c1ccco1
    -3%, -0.1%, -13%[10.9 µM], -2%
49. CC(=O)c1ccc(NC(=O)CSc2cn(CC(=O)N(C(C)C)C(C)C)c3ccccc23)cc1
    7%, u, -20%[10.9 µM], -5%

Carrying on.
The line under a structure holds: p53ts 32C tox, IkB signaling, Peg3 imprint, p53ts 39C tox
61. CCOc1ccccc1C1CC(c2ccccc2)Nc2nc(N)nn21 (stereo unspecified)
    5%, 2.9%, -7%, -13%
62. CCCCC(CC)CNC(=O)c1ccc2c(=O)n(CCOC)c(=O)[nH]c2c1 (stereo unspecified)
    u, u, -11%[10.9 µM], -19%
63. Cc1c(C(=O)O)oc2ccc(S(=O)(=O)NCCC3=CCCCC3)cc12
    7%, -0.3%, -15%, 6%
64. COCc1nnc(SCC(=O)NCc2ccccc2)n1-c1ccccc1
    2%, 1.1%, 5%, 16%
65. COC(=O)c1ccccc1NC(=O)c1nc(SCc2ccccc2C)ncc1Cl
    -4%, 0.0%, -7%[10.9 µM], 17%
66. CCCCCCn1c(CN2CCN(C(=O)OCC)CC2)nc2c1c(=O)n(C)c(=O)n2C
    0%, 0.3%, -10%, 10%
67. Cc1ccc(-c2nc(CSCC(=O)NCc3cccnc3)c(C)o2)cc1
    1%, 3.9%, -17%, -23%
68. Cc1ccc(-c2nc(C)c(CCNC(=O)c3cccs3)s2)cc1
    3%, u, -7%[10.9 µM], -25%
69. Cc1c(C(=O)NCc2cccnc2)oc2ccc(S(=O)(=O)N3CCCCC3)cc12
    u, 4.0%, -13%, u
70. Cc1ccccc1-n1nnnc1SCc1csc(-c2ccccc2)n1
    2%, u, -23%, -8%
71. COc1ccccc1OCCNc1nc2c(c(=O)n(C)c(=O)n2C)n1C
    7%, x, x, 2%
72. CCCCNC(=O)COC(=O)CCC(=O)c1cccs1
    -27%, x, x, -14%
73. Cc1cnc(C(=O)Nc2ccccc2-n2cccc2)cn1
    2%, 0.0%, -11%, 0%
74. O=C(NCc1ccccc1F)C(=O)NCC(c1ccco1)S(=O)(=O)c1ccccc1 (stereo unspecified)
    -1%, 0.8%, 8%[10.9 µM], -15%
75. Cc1nn(C)c2c1c(-c1ccccc1)cc(=O)n2C(C)C(=O)NCc1ccc(F)cc1 (stereo unspecified)
    3%, -1.0%, -10%[10.9 µM], -4%
76. O=C(CSc1nc2ccsc2c(=O)n1Cc1ccccc1F)NCc1ccccc1Cl
    6%, 2.2%, -5%[10.9 µM], -20%
77. COCCNC(=O)c1cc2c(-c3ccc(Cl)cc3)nn(C)c2s1
    6%, 0.7%, -21%, 3%
78. COc1cc(-c2nnc(SCC(=O)Nc3cccc(C#N)c3)o2)cc(OC)c1OC
    2%, u, -13%[10.9 µM], -22%
79. Cc1onc(-c2ccccc2Cl)c1C(=O)Nc1ccc2c(c1)OCO2
    5%, x, x, -8%
80. COc1ccc(C2NC(=O)N(C)C3=C2C(=O)N(c2ccc(F)cc2)C3)cc1 (stereo unspecified)
    3%, -0.2%, -8%[10.9 µM], -6%
81. O=C(CN(C(=O)CCC(=O)Nc1ccccn1)c1ccc2c(c1)OCCO2)NCCc1ccccc1
    -5%, 0.3%, -7%, -9%
82. Cc1cccc(Cn2c(N3CCCCC3C)nc3c2c(=O)[nH]c(=O)n3C)c1 (stereo unspecified)
    -11%, u, -22%, -13%
83. CN(C)S(=O)(=O)c1ccc(C(=O)Nc2nnc(Cc3ccccc3)s2)cc1
    -1%, 0.1%, -10%, 3%

Screens: PubChem, National Center for Advancing Translational Sciences (NCATS)
